# Screening data as filed in PubChem BioAssay.
# Insulin prom up – MIN6 insulin promoter up-regulation; MIN6 insulin promoter-GFP reporter, high-content imaging; stronger effect = higher value; z-score at 5 µM; 190,000 compounds, 0.3% hits; AID 1625;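 active means z-score above 3 at 5 µM with at least 500 cells counted in the well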
# NOD2 inhibition – inhibition of NOD2-driven NF-kB reporter – cell-based, luminescence, uHTS, HEK293 (AID 1566) | HEK293 NOD2/NF-kB luciferase reporter, luminescence; higher % means a stronger effect | inhibition, % at 4 µM, or EC50 in µM where a hit was titrated | 290,000 compounds, 0.63% hits; in the data active means inhibition above about 50%; further: many of its hits are not listed in these tables
# Autophagy mod – autophagy modulation, high-content screen. MEF GFP-LC3 puncta imaging; test concentration mostly 10 µM. calls only at 10 µM (by protocol). 190,000 compounds, 0.98% hits;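 active means percentage of spot-positive cells more than 3 SD above its plate mean, without a fluorescence outlier flag or 80% toxicity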;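 further: spot-positive cell cutoff set from DMSO-treated cells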
# M17LAP inhibition – P. falciparum M17LAP inhibitors, primary screen, biochemical, fluorogenic H-Leu-NHMec substrate, 1536-well (AID 1619); recombinant M17LAP, H-Leu-NHMec fluorogenic kinetic assay; higher % means a stronger effect; one-dose inhibition, % at 30 µM; IC50 in µM for titrated hits; 220,000 compounds, 0.38% hits;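 active means compound inhibiting the enzyme by more than half at any dose during confirmatory dose-response retesting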;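 further: plate controls were full reaction with DMSO carrier for no effect and no enzyme background for full effect; strong numbers were not always called active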
# NOD1 inhibition – NOD1 signaling inhibitors, primary screen, cell-based, luminescence, uHTS (AID 1578); NOD1-driven NF-kB luciferase reporter cells, luminescence; higher % means a stronger effect; inhibition, % at 4 µM; hits with a dose series show EC50 in µM; 290,000 compounds, 1% hits; in the data active means inhibition mostly above about 36%, no sharp cut-off; inactive means mostly below about 34%;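 further: HEK-293T reporter cells stimulated with the NOD1 agonist gamma-tri-DAP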
# Dynein cargo inh – dynein cargo transport inhibition; 3617.4 mouse cells, GR-EGFP nuclear translocation imaging; test concentration mostly 20 µM; stimulated with dexamethasone, 1 µM; stronger effect = lower value; z-score, hits read low; 220,000 compounds, 0.47% hits; AID 1381;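 active means plate z-score of nuclear minus cytoplasmic receptor signal below a set negative limit, without overly bright fluorescence or cell loss, cut at about -3.5 in these data, passing the limit was not always enough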;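 further: z-score of nuclear minus cytoplasmic ring GR-EGFP intensity difference per well; some compounds called inactive have numbers as strong as hits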
#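 Medium: Induction medium lacking tetracycline, stripped serum | Probe or stimulus: 1.0 µM final dexamethasone stimulus | Schedule: 48 h induction, then 1 h compound, then 30 min agonist, 37 °C | Signal: Automated 10x imaging of fixed Hoechst-stained cells | Evaluation: Per-cell GR-EGFP intensity, nucleus versus surrounding cytoplasmic ring, well-averaged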
# MT stabilizer – stabilizes microtubules in HeLa cells; % tubulin-high responders, % at 10 µM; HeLa tubulin immunostaining HCS, 24 h; share of cells brighter than vehicle mean+2SD; 200,000 compounds, 0.83% hits; AID 2205;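 active means plate Z-score above 3 for both tubulin-high and condensed-nucleus cell shares, with cell loss under 80%, at 10 µM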;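 further: anti alpha tubulin signal scored within the nucleus-defined area of each cell; some results filed as inactive read as strong as hits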
# Yfh1-depleted yeast – mitochondrial function rescue without frataxin homolog – Friedreich's ataxia, plus single-dose screen, dose response (AID 1465). S. cerevisiae Yfh1-off respiration, WST-1 reduction, 72 h; higher fold induction means a stronger effect. 220,000 compounds, 0.074% hits. fold induction at 50 µM, or EC50 in µM where a hit was titrated;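 active means fold induction of absorbance versus untreated yeast above a set limit, then at least 30% activation at any dose in follow-up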;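 further: activators that raise dye reduction in frataxin-depleted yeast; strong numbers were not always called active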
# bCat nuc transl – alters nuclear translocation of beta-catenin in HeLa cells; immunofluorescence imaging; AID 1665; 190,000 compounds, 0.3% hits; nuclear translocation activity, % at 5 µM;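 active means nuclear translocation activity above 50% at 5 µM, with a well cell count of 50 or more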;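 further: per-cell ratio of nuclear to cytoplasmic median beta-catenin stain intensity; plate controls were DMSO negative control for no effect and GSK-3 inhibitor IX positive control for full effect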
#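 Test system: human HeLa cells, native beta-catenin. Compound dosing: 5 µM primary single dose, 0.1% DMSO, 0.02–20 µM confirmation series. Incubation: compound exposure 24 h at 37°C. Detection: beta-catenin immunostaining with DAPI counterstain, 20x imaging, 6 fields/well. Read-out basis: Nuclear/cytoplasmic beta-catenin signal ratio, % activation.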
# Dynein cargo inh cytoplasmic EGFP – further read-out of Dynein cargo inh, marked with its call; z-score; measured here: cytoplasmic GR-EGFP intensity; stronger effect = higher value
# Dynein cargo inh nuclear GR-EGFP – also measured in Dynein cargo inh; calls as there; z-score; measured here: nuclear GR-EGFP intensity;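 lower value marks the stronger effect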
# Dynein cargo inh cell count – second read-out of Dynein cargo inh, no call of its own (marks repeat the call); z-score; measured here: cell count per field
# Insulin prom up cell count – recorded beside Insulin prom up, whose call it bears; cell count; measured here: cytotoxicity, nuclei count;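 total cells summed across four imaged fields per well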
# bCat nuc transl cell count 5 µM – recorded beside bCat nuc transl, whose call it bears; cell count; measured here: cell count, cytotoxicity flag
# MT stabilizer Hoechst-high % – recorded beside MT stabilizer, whose call it bears; % Hoechst-high responders; measured here: nuclear condensation Hoechst responders;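 share of cells brighter than vehicle mean plus two SD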
# MT stabilizer cytotoxicity % – second read-out of MT stabilizer, no call of its own (marks repeat the call); toxicity, %; measured here: cytotoxicity by cell density;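 0% = mean cell density of plate MIN control wells and 100% = no cells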
# Autophagy mod cell loss 18 h – recorded beside Autophagy mod, whose call it bears; toxicity, %; measured here: cell loss, nuclei count;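 cell loss after 18 h compound exposure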
# An asterisk follows results filed as active; i = inactive; / = not tested or not shown.
SMILES,Insulin prom up,Insulin prom up cell count,NOD2 inhibition,Autophagy mod,Autophagy mod cell loss 18 h,M17LAP inhibition,NOD1 inhibition,Dynein cargo inh,Dynein cargo inh cytoplasmic EGFP,Dynein cargo inh nuclear GR-EGFP,Dynein cargo inh cell count,MT stabilizer,MT stabilizer Hoechst-high %,MT stabilizer cytotoxicity %,Yfh1-depleted yeast,bCat nuc transl,bCat nuc transl cell count 5 µM
Cc1cc(=O)n2nc(N3CCC(C(=O)N4CCN(Cc5ccccc5)CC4)CC3)sc2n1,-0.32,1277,0%,i,7,4%,-23%,3.6,0.065,2,-2.9,5.7,1.9,8.8,i,/,/
Cc1ccc(C(=O)N2CCCC2)cc1Br,0.21,973,12%,i,4,15%,-8%,-0.48,-0.27,-0.45,0.52,1.1,1.8,12,i,/,/
COC(c1ccccc1)c1nnc(CCC(=O)NCCCc2ccccc2)o1 (stereo not given),0.43,1416,0%,i,-14,-12%,-55%,0.6,-0.25,0.35,-0.48,4.2,1.7,13,i,0.3,1036
Cc1ccc(S(=O)(=O)N2CCN(C(C)C(=O)Nc3ccccc3-c3ccccc3)CC2)cc1 (stereo not given),-0.37,1315,-10%,i,5,6%,-19%,-0.43,-0.25,-0.55,0.47,2.1,3.6,6.6,i,-1.0,942
Cc1cccc(OCCC(=O)NCC(=O)Nc2c(C)cccc2C)c1,0.31,1397,6%,i,9,-7%,1%,-0.2,-0.24,-0.31,0.39,3.5,2.8,8.2,/,-0.2,996
CSCC(NS(=O)(=O)c1ccc(C)cc1)C(=O)O (stereo not given),/,/,12%,i,4,11%,-32%,-0.2,-0.34,-0.17,0.79,1.5,2.2,2.8,i,-0.8,1035
O=S(=O)(NCC(c1ccco1)N1CCN(c2ccccc2)CC1)c1ccc(F)cc1 (stereo not given),0.42,1457,12%,i,2,-9%,-20%,-0.24,-0.24,-0.21,0.25,6.7,2.8,8.6,i,-2.2,1094
Cc1nnc(Sc2nc3ccccc3o2)c2ccccc12,-0.23,1240,/,i,6,24%,/,-1.6,0.14,-0.83,0.78,2.7,1.7,19,i,3.5,927
O=C(Nc1ccc(Cl)cc1)C1c2cccc[n+]2CC(=O)N1Cc1ccc2c(c1)OCO2 (stereo not given),0.11,1259,3%,i,4,6%,-31%,-0.94,-0.3,-0.75,0.06,2.9,2.5,8.7,i,-2.2,1072
CCOc1ccc(-c2ccc(SCC(=O)N3CCOCC3)nn2)cc1,-1.1,1562,-44%,i,3,3%,-32%,1.1,-0.15,1,-1.2,1.8,2.7,3.4,i,0.1,952
O=C1Cc2ccccc2Sc2cc(OCCCN3CCCCC3)ccc21,-0.53,1252,15%,i,3,13%,-33%,0.42,-0.23,0.39,-0.16,2.5,3.2,10,i,-4.3,643
COc1ccc(S(=O)(=O)NC(C)C(=O)Nc2cccc(C(C)=O)c2)cc1 (stereo not given),-0.93,1272,0%,i,10,4%,-17%,1.5,0.033,1.1,-2,2.7,1.9,4.0,i,/,/
CN(Cc1ccccc1)c1ccc(S(=O)(=O)N2CCOCC2)cn1,-0.15,1043,19%,i,-17,5%,-2%,-0.85,-0.19,-0.38,0.94,0.8,1.2,14,i,/,/
COc1ccc(C(C)=O)c2c1OCCO2,0.26,1241,1%,i,4,2%,-4%,-0.25,-0.22,-0.24,0.79,2.0,0.9,5.1,i,2.2,1140
O=C(CCc1ccccc1)Nc1nc2nc(-c3ccccc3)cc(=O)n2[nH]1,-0.2,1319,9%,i,9,7%,11%,-0.73,-0.22,-0.41,2,2.0,1.5,5.0,i,-3.3,962
CC1CCCN(c2nc3c(c(=O)[nH]c(=O)n3C)n2Cc2ccccc2Cl)C1 (stereo not given),1.1,1659,-6%,/,/,5%,10%,0.032,0.025,0.39,-1.1,5.0,1.7,7.7,i,1.0,1089
O=C(C1CCCCN1S(=O)(=O)c1ccccc1[N+](=O)[O-])N1CCCC1 (stereo not given),0.39,1274,-12%,i,5,4%,-27%,-0.012,-0.34,-0.16,0.88,4.9,2.1,8.0,i,-1.4,1134
CN/C=C1\C(=O)C(C)(C)Oc2ccc3ccc(=O)oc3c21,-0.24,1915,-2%,i,2,33%,-12%,0.18,-0.24,0.28,-1.2,2.0,2.4,3.4,i,-2.2,1129
CCOC(=O)N1CCN(CC(O)COc2ccccc2C(C)C)CC1 (stereo not given),0.42,1613,6%,i,10,-8%,4%,0.2,0.043,-0.084,0.29,3.0,1.6,10,i,1.4,1307
COc1ccc2c(c1OC)C(=O)OC2CC(=O)c1ccc(N(C)C)cc1 (stereo not given),0.63,1229,14%,i,-5,2%,-25%,1.7,-0.25,1,0.36,1.4,1.3,2.2,i,-0.5,1193
O=C(CSc1nnc(-c2ccco2)o1)NC(=O)Cc1ccccc1,/,/,11%,i,-1,2%,-4%,-0.3,-0.37,0.088,-0.53,5.9,2.4,4.3,i,-5.1,1234
COc1ccc(N2CCN(C(=O)c3ccc4ccccc4n3)CC2)cc1,0.07,1588,19%,i,-5,-4%,-23%,1.2,-0.16,0.95,-1.4,5.0,1.9,2.7,i,-3.0,1140
COCCN(C(=O)Cc1cccs1)C(C(=O)NCc1ccc(OC)cc1)c1ccccc1 (stereo not given),1.5,1911,-12%,i,-6,7%,-5%,3.7,0.13,0.78,-2,1.8,1.4,1.1,i,0.3,1033
CC(=O)N(c1ccccc1)c1nc(/C=C/C(=O)O)cs1,0.19,1237,-4%,i,-7,2%,-6%,1.2,-0.22,1.2,-1.9,4.4,2.9,4.9,i,-3.8,1176
COc1ccc2oc(=Nc3cccc(F)c3)c(C(N)=O)cc2c1,0.52,1052,-42%,i,13,-8%,-6%,0.4,-0.28,0.5,-0.52,8.9,5.0,37,i,61*,457*

# Other records
SMILES,Insulin prom up,Insulin prom up cell count,NOD2 inhibition,Autophagy mod,Autophagy mod cell loss 18 h,M17LAP inhibition,NOD1 inhibition,Dynein cargo inh,Dynein cargo inh cytoplasmic EGFP,Dynein cargo inh nuclear GR-EGFP,Dynein cargo inh cell count,MT stabilizer,MT stabilizer Hoechst-high %,MT stabilizer cytotoxicity %,Yfh1-depleted yeast,bCat nuc transl,bCat nuc transl cell count 5 µM
O=C(Nc1ccccc1)Oc1ccccc1N1CCOCC1,0.14,1419,24%,/,/,2%,-1%,0.15,-0.29,-0.2,0.71,/,/,/,i,0.7,1261
Cc1cc(N2CCN(C)CC2)nc2ccc(NC(=S)N3CCC4(CC3)OCCO4)cc12,-0.76,1262,12%,i,-6,7%,-17%,1.7,-0.3,0.9,-0.86,0.4,2.5,4.0,i,-2.3,1069
Cc1cc(S(=O)(=O)N2CCN(Cc3ccc4c(c3)OCO4)CC2)cc(C)c1N1CCCC1=O,/,/,13%,i,12,3%,41%,-0.62,-0.088,0.021,-0.25,2.7,2.5,4.7,i,0.0,1106
COC(=O)c1ccc(C23CC4(C2)[C@H](CN(CC2CCCCC2)[C@@H]4c2ccccc2)C3c2ccccc2)cc1 (stereo not given in full),-0.7,934,-3%,/,/,0%,-12%,-0.18,-0.67,-0.13,0.27,/,/,/,i,-1.2,1326
Cc1ccc(C)c(C(=O)CSc2n[nH]c(C)n2)c1,0.52,1224,4%,i,-15,6%,-17%,-1.4,-0.11,-0.5,-0.41,5.3,3.3,1.0,i,-0.9,1173
O=C(CNC(=O)c1ccccc1Cl)OC1CCOC1=O (stereo not given),/,/,-4%,i,33,7%,-19%,0.08,-0.33,-0.12,-0.22,7.0,1.3,8.8,i,/,/
COc1ccc(C)cc1NC(=O)C1CCCCC1C(=O)O (stereo not given),0.15,1299,0%,i,8,53%,-11%,-1.2,-0.16,-0.47,0.9,5.2,2.7,8.0,i,0.5,1205
FC(F)(F)c1cccnc1N1CCN(c2ncnc3nc[nH]c23)CC1,-0.14,1866,20%,i,-15,-5%,-5%,0.12,-0.2,0.3,0.76,0.5,3.6,8.4,i,-4.8,1133
O=C(NCc1ccco1)c1cccc(NC(=O)c2ccco2)c1,-0.18,891,-42%,i,-1,13%,-47%,-0.67,-0.0079,-0.039,0.53,1.0,1.1,10,i,-2.0,1234
c1cnc2ccc(C(c3nnnn3C3CCCCC3)N3CCCCC3)cc2c1 (stereo not given),-0.06,1217,12%,i,-1,5%,-21%,-0.69,-0.28,-0.6,0.56,3.6,2.1,8.0,i,-2.4,1204

# A second format for four compounds above:
compound	Insulin prom up	Insulin prom up cell count	NOD2 inhibition	Autophagy mod	Autophagy mod cell loss 18 h	M17LAP inhibition	NOD1 inhibition	Dynein cargo inh	Dynein cargo inh cytoplasmic EGFP	Dynein cargo inh nuclear GR-EGFP	Dynein cargo inh cell count	MT stabilizer	MT stabilizer Hoechst-high %	MT stabilizer cytotoxicity %	Yfh1-depleted yeast	bCat nuc transl	bCat nuc transl cell count 5 µM
O=C(Nc1ccccc1)Oc1ccccc1N1CCOCC1	0.14	1419	24%	/	/	2%	-1%	0.15	-0.29	-0.2	0.71	/	/	/	i	0.7	1261
Cc1cc(S(=O)(=O)N2CCN(Cc3ccc4c(c3)OCO4)CC2)cc(C)c1N1CCCC1=O	/	/	13%	i	12	3%	41%	-0.62	-0.088	0.021	-0.25	2.7	2.5	4.7	i	0.0	1106
O=C(NCc1ccco1)c1cccc(NC(=O)c2ccco2)c1	-0.18	891	-42%	i	-1	13%	-47%	-0.67	-0.0079	-0.039	0.53	1.0	1.1	10	i	-2.0	1234
COc1ccc(C)cc1NC(=O)C1CCCCC1C(=O)O (stereo not given)	0.15	1299	0%	i	8	53%	-11%	-1.2	-0.16	-0.47	0.9	5.2	2.7	8.0	i	0.5	1205

# A portion of the library (hit frequency here may not be typical).
